PMI inhibition: MPI inhibition at elevated mannose 6-phosphate – biochemical, fluorescence intensity, high mannose 6-phosphate, primary screen (AID 1220) | recombinant PMI enzyme, coupled fluorescence intensity; higher % means a stronger effect | one-dose inhibition, % at 20 µM; IC50 in µM for titrated hits | 190,000 tested, 0.66% active
Autophagy mod: autophagy modulation, high-content screen; MEF GFP-LC3 puncta imaging; test concentration mostly 10 µM; AID 463193; calls only at 10 µM (by protocol); 190,000 tested, 0.98% active;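 active = percentage of spot-positive cells more than 3 SD above its plate mean, without a fluorescence outlier flag or 80% toxicity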;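 also: spot-positive cell cutoff set from DMSO-treated cells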
bCat nuc transl: alters nuclear translocation of beta-catenin in HeLa cells; 190,000 tested, 0.3% active; immunofluorescence imaging; nuclear translocation activity, % at 5 µM;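 active = nuclear translocation activity above 50% at 5 µM, with a well cell count of 50 or more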;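 also: per-cell ratio of nuclear to cytoplasmic median beta-catenin stain intensity; plate controls were DMSO negative control for no effect and GSK-3 inhibitor IX positive control for full effect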
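Test system: human HeLa cells, endogenous beta-catenin. Times: 24 h compound exposure, 37°C. Measured by: beta-catenin immunofluorescence imaging with DAPI.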
Ins promoter up: MIN6 insulin promoter up-regulation; MIN6 insulin promoter-GFP reporter, high-content imaging; stronger effect = higher value; 190,000 tested, 0.3% active; AID 1625; z-score at 5 µM;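 active = z-score above 3 at 5 µM with at least 500 cells counted in the well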
WT yeast gro inh: growth inhibition of WT yeast, mitochondrial fusion screen. mitochondrial fusion phenotypic screen, WT strain. inhibition, % at 10 µM. 190,000 tested, 2.1% active; in the data active = inhibition above about 58%; tested in S. cerevisiae
MT stabilizer: microtubule stabilization, imaging screen; HeLa tubulin immunostaining HCS, 24 h; share of cells brighter than vehicle mean+2SD; % tubulin-high responders, % at 10 µM; 200,000 tested, 0.83% active;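 active = plate Z-score above 3 for both tubulin-high and condensed-nucleus cell shares, with cell loss under 80%, at 10 µM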;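 also: anti alpha tubulin signal scored within the nucleus-defined area of each cell; some results filed as inactive read as strong as hits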
Yfh1-off respiration: enhancers of respiration in Yfh1-depleted yeast, dose response, Friedreich's ataxia, plus single-dose screen (AID 1465). 220,000 tested, 0.074% active. S. cerevisiae Yfh1-off respiration, WST-1 reduction, 72 h; higher fold induction means a stronger effect. fold induction at 50 µM, or EC50 in µM where a hit was titrated;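 active = fold induction of absorbance versus untreated yeast above a set limit, then at least 30% activation at any dose in follow-up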;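 also: activators that raise dye reduction in frataxin-depleted yeast; strong numbers were not always called active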
Dynein transport: dynein cargo transport inhibition; AID 1381; 220,000 tested, 0.47% active; z-score, hits read low; 3617.4 mouse cells, GR-EGFP nuclear translocation imaging; test concentration mostly 20 µM; stimulated with dexamethasone, 1 µM; stronger effect = lower value;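 active = plate z-score of nuclear minus cytoplasmic receptor signal below a set negative limit, without overly bright fluorescence or cell loss, cut at about -3.5 in these data, passing the limit was not always enough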;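 also: z-score of nuclear minus cytoplasmic ring GR-EGFP intensity difference per well; some compounds called inactive have numbers as strong as hits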
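Also added – dexamethasone, 1.0 µM final · Buffer or medium – tet-free, stripped-serum medium · Schedule – induction 48 h, compound 1 h, agonist 30 min · Detection – formaldehyde fixation, Hoechst nuclear stain, 10x automated fluorescence imaging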
human PMI inhibition: inhibitors of human PMI, primary screen, biochemical, fluorescence intensity, coupled assay (AID 1209); purified PMI enzyme, coupled fluorescence intensity; higher % means a stronger effect; inhibition, % at 20 µM; hits with a dose series show IC50 in µM; 190,000 tested, 0.42% active;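 also: plate controls were DMSO vehicle for no effect and wells lacking substrate for full effect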
WT yeast gro inh mutant strain: further read-out of WT yeast gro inh, marked with its call; inhibition, %; mitochondrial fusion phenotypic screen, mutant strain inhibition
Dynein transport cytoplasmic EGFP: recorded beside Dynein transport, whose call it bears; z-score; measured here: cytoplasmic GR-EGFP intensity; stronger effect = higher value
Dynein transport nuclear GR-EGFP: second read-out of Dynein transport, no call of its own (marks repeat the call); z-score; measured here: nuclear GR-EGFP intensity;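 lower value marks the stronger effect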
Dynein transport cell count: recorded beside Dynein transport, whose call it bears; z-score; measured here: cell count per field
Ins promoter up cell count: further read-out of Ins promoter up, marked with its call; cell count; measured here: cytotoxicity, nuclei count;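 total cells summed across four imaged fields per well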
bCat nuc transl cell count 5 µM: second read-out of bCat nuc transl, no call of its own (marks repeat the call); cell count; measured here: cell count, cytotoxicity flag
MT stabilizer Hoechst-high %: second read-out of MT stabilizer, no call of its own (marks repeat the call); % Hoechst-high responders; measured here: nuclear condensation Hoechst responders;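 share of cells brighter than vehicle mean plus two SD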
MT stabilizer cytotoxicity %: further read-out of MT stabilizer, marked with its call; toxicity, %; measured here: cytotoxicity by cell density;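 0% = mean cell density of plate MIN control wells and 100% = no cells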
Autophagy mod cell loss 18 h: second read-out of Autophagy mod, no call of its own (marks repeat the call); toxicity, %; measured here: cell loss, nuclei count;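 cell loss after 18 h compound exposure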
* = called active by the depositor; i = inactive; / = no result given. Rule as the data show it, unless noted: active = inhibition above about 50%; inactive = the rest.

SMILES	PMI inhibition	Autophagy mod	Autophagy mod cell loss 18 h	bCat nuc transl	bCat nuc transl cell count 5 µM	Ins promoter up	Ins promoter up cell count	WT yeast gro inh	WT yeast gro inh mutant strain	MT stabilizer	MT stabilizer Hoechst-high %	MT stabilizer cytotoxicity %	Yfh1-off respiration	Dynein transport	Dynein transport cytoplasmic EGFP	Dynein transport nuclear GR-EGFP	Dynein transport cell count	human PMI inhibition
COc1ccc2oc(C)c(C(=O)NN)c2c1	-6%	i	6	-6.6	1224	-0.2	974	0	12	2.3	1.3	9.3	i	2.6	-0.069	1.2	-1.3	4%
O=C(Cc1ccc(-n2cccc2)cc1)NC1CCCCC1	-4%	i	-10	0.2	1473	1.6	1469	0	-5	2.2	2.5	7.9	i	-0.26	-0.21	0.033	0.23	0%
CC(C)CCNC1=CC(=O)CC(c2ccccc2)C1 (stereo unspecified)	-7%	i	9	/	/	1.3	1370	-8	-10	13*	37*	30*	i	0.7	-0.25	0.45	-0.39	-11%
COc1ccccc1-n1cccc1C=O	-7%	i	7	-1.2	1055	-1.2	1474	-12	-7	1.5	2.5	4.6	i	-0.7	-0.27	-0.41	0.18	-8%
COCc1[nH]c(=S)c(C#N)cc1C(=O)OC	/	/	/	-0.6	1333	0	1132	/	/	/	/	/	i	-0.87	-0.26	-0.12	0.81	/
CCOC(=O)C1CCCN(C/C=C/c2ccccc2[N+](=O)[O-])C1 (stereo unspecified)	0%	i	22	2.6	1445	0.08	1571	2	4	3.1	1.4	2.0	i	-0.74	0.1	0.37	-0.21	7%
O=C(O)CCCNC(=O)Nc1ccccc1	-4%	i	17	-5.0	595	0.47	1252	3	-14	2.7	2.2	5.1	i	0.54	-0.29	0.56	0.28	-4%
COCC(=O)OCC(=O)Nc1cc([N+](=O)[O-])ccc1Cl	-1%	i	-3	-1.0	1031	-0.29	1213	7	-4	2.1	2.3	5.3	i	-0.33	-0.38	-0.27	0.15	-8%
COCCn1cc(C(=O)N2CCCC(C)C2)c2c3ccccc3n(C)c2c1=O (stereo unspecified)	5%	i	-5	-2.6	869	-0.32	1490	13	8	1.4	1.0	9.5	i	0.13	-0.2	0.18	-0.29	1%
COCCn1c(COc2ccc(OC)cc2)nc2ccccc21	-4%	i	-1	-3.7	1148	2.1	1132	-4	-7	3.1	1.9	2.8	i	0.42	-0.26	0.16	0.84	1%
COCCCn1c2nc3ccccc3nc2c2c(=O)n(Cc3ccc(Cl)cc3)c(C)nc21	12%	/	/	-0.7	1146	-0.11	960	/	/	/	/	/	/	/	/	/	/	15%
COC(=O)/C=C1/C(=O)N/C(=N\c2nc(C)cc(C)n2)N1c1ccc(OC)cc1	3%	i	-12	0.1	949	0.42	2231	-10	0	6.1	3.4	11	i	-0.041	-0.28	-0.0099	0.43	11%
O=c1cc(-c2ccccc2[N+](=O)[O-])oc2ccccc12	-2%	i	-7	9.5	999	0.31	1447	-9	-1	12*	37*	32*	i	0.64	-0.34	-0.36	1.3	0%
O=C(Nc1nccs1)C1CCN(S(=O)(=O)c2c(Cl)cccc2Cl)CC1	4%	i	-4	-0.9	1106	0.47	1311	10	0	1.8	1.2	3.9	i	0.46	0.021	0.72	-0.74	10%
O=C(CN1C(=O)c2ccccc2C1=O)Nc1ccc(S(=O)(=O)NCC2CCCO2)cc1 (stereo unspecified)	2%	i	-6	-0.3	1081	0.23	1864	4	7	1.2	2.0	6.1	i	0.27	-0.28	-0.0025	1.6	5%
Cc1cc(C)c(C(=O)COC(=O)Cn2cnnn2)cc1C	-6%	i	-2	-0.1	841	-0.09	1236	24	22	3.7	2.3	9.8	i	0.058	-0.26	-0.023	0.56	-11%
Cc1cc(Br)cc(C)c1NC(=O)c1ccc(C#N)cc1F	-3%	i	-12	31	315	0.27	1113	-3	6	3.1	3.2	1.8	i	-0.44	-0.28	0.13	-0.49	-2%
Cc1ccc(-c2[nH]c3ccccc3c2SCCNC(=O)c2ccc(S(=O)(=O)N3CCOCC3)cc2)cc1	13%	i	0	0.0	575	0.55	734	-1	-25	2.7	2.4	4.6	i	0.19	-0.22	1.1	-0.09	14%
COc1cc(OC)c(C2=NOC(C(=O)N3CCN(C(=O)c4ccco4)CC3)C2)cc1Cl (stereo unspecified)	-7%	i	4	-3.6	1132	-0.58	1496	-21	-12	1.8	1.4	3.2	i	-0.56	-0.33	0.18	0.58	-3%
COc1ccc(NC(=O)c2cccc(Cn3cc(Br)c([N+](=O)[O-])n3)c2)c(C)c1	-10%	i	16	1.3	1532	-0.04	1474	2	3	6.7	3.4	4.8	i	0.25	-0.013	0.68	0.03	-10%
COc1ccc(OCC(=O)Nc2nnc(-c3ccco3)s2)cc1	-12%	i	6	1.1	503	0.68	1466	13	0	3.1	1.8	9.7	i	0.69	0.32	1.8	-1.2	-14%
COc1ccc(C2N(c3ccccc3)C(=S)N3CCCN23)cc1 (stereo unspecified)	5%	i	8	-0.2	993	0	1372	-7	8	1.9	1.9	0.0	i	0.038	-0.22	0.13	0.12	3%
CCc1nnc(NC(=O)CSc2nnnn2-c2cccc(C(=O)OC)c2)s1	-2%	i	0	0.0	1282	-0.99	1019	-11	-10	6.8	2.8	3.3	i	0.36	2.1	0.68	-1	1%
CCOC(=O)c1sc(Nc2nc(OC)cc(OC)n2)nc1C	5%	i	10	-0.4	1165	-0.28	1215	15	8	2.6	0.7	2.5	i	0.28	-0.13	0.37	-0.66	8%
CCS(=O)(=O)N1N=C(c2cccc(NS(C)(=O)=O)c2)CC1c1ccccc1 (stereo unspecified)	-20%	i	-22	-0.1	1078	/	/	0	2	5.7	1.2	9.1	i	-0.48	7.9	0.96	0.13	-44%
O=C(CSc1ccc(-c2ccccc2)nn1)Nc1ccc2c(c1)OCCO2	0%	i	-8	-1.1	934	0.17	1209	-1	-21	2.6	2.6	10	i	1.6	-0.18	0.98	-1.6	9%
O=C1Nc2ccccc2C1Cc1ccccn1 (stereo unspecified)	/	/	/	-0.6	1309	-0.36	1048	/	/	/	/	/	i	-0.54	-0.27	-0.16	1	/
COc1ccc(-c2nnc(SCC(=O)Nc3ccc(Cl)cc3)n2C)cc1	-11%	i	29	-1.6	485	/	/	-6	8	3.0	1.6	4.1	i	-0.4	-0.24	-0.33	0.35	-8%
CC(=O)Nc1ccc(C(=O)CSc2nc3ccccc3n2CC(=O)N2CCCC2)cc1	13%	i	26	-0.6	1119	-0.09	1001	7	19	3.8	3.2	3.0	i	0.58	-0.34	0.38	-0.095	17%
CSc1sc(C(=O)OC(C)C)c2c1C(=O)CC(C)(C)C2	/	/	/	-0.6	1119	-0.05	1510	/	/	/	/	/	i	-0.42	-0.13	-0.26	0.41	/
Cc1ccc(/C=N/NC(=O)CSc2nc3ccccc3c(=O)n2-c2ccccc2)s1	14%	i	5	-0.2	932	-0.23	1063	4	24	8.9	13	7.9	i	-0.23	-0.19	0.059	0.22	10%
CN1/C(=C\C(=S)NC(=O)c2cccc(Br)c2)C(C)(C)c2ccccc21	-82%	i	18	-2.6	1220	1.1	1109	65*	19*	6.3	0.8	10.0	i	0.88	0.16	0.75	-0.65	-32%
O=C(CSc1c2c(nc3ccc(Cl)cc13)CCCC2)NCCCN1CCOCC1	-4%	i	9	-0.3	1009	-1.1	1134	0	7	3.3	2.5	3.7	i	-1.4	-0.13	-0.75	0.47	-2%
Cc1ccc(-c2nn3c(C)nnc3s2)cc1NC(=O)c1ccco1	-1%	i	4	-1.1	1140	0.01	1450	14	10	2.4	2.2	9.2	/	-0.62	-0.26	-0.058	0.38	8%
Cc1cccc(N=N/C(=C\O)C(=O)c2ccc(Br)cc2)c1	9%	i	11	8.7	764	-0.64	1108	96*	96*	1.8	1.6	8.0	i	-0.95	-0.22	-0.75	0.081	21%
Cc1cc(N2CCOCC2)ccc1/C=C1\NC(=O)N(CC(=O)Nc2ccc(F)cc2)C1=O	21%	i	-21	0.9	1497	0.5	1332	-20	7	3.4	1.7	0.4	i	0.49	-0.24	0.42	-0.74	16%
COc1ccc(/C=N/NC(=O)c2cccc(NC(=O)c3ccc(F)cc3)c2)c(C(=O)O)c1OC	-16%	i	-1	-0.7	1083	1.8	1255	4	-4	2.4	4.1	8.8	i	0.17	-0.21	0.27	-0.79	-18%
CCn1ncc([N+](=O)[O-])c1C(=O)NC1CCCCC1	-2%	i	-11	-1.7	947	0.68	1559	-14	-4	2.1	1.5	6.1	i	-0.3	-0.35	0.04	0.92	-3%
Cc1cccc(C)c1NC(=O)C1(N(C(=O)c2ccccn2)c2ccc(O)cc2)CCCCC1	2%	i	4	0.2	1001	-0.17	1418	1	-13	3.3	2.4	3.6	i	0.13	-0.31	-0.014	-0.4	8%

Three compounds already listed, sorted by SMILES length, ascending.
SMILES	PMI inhibition	Autophagy mod	Autophagy mod cell loss 18 h	bCat nuc transl	bCat nuc transl cell count 5 µM	Ins promoter up	Ins promoter up cell count	WT yeast gro inh	WT yeast gro inh mutant strain	MT stabilizer	MT stabilizer Hoechst-high %	MT stabilizer cytotoxicity %	Yfh1-off respiration	Dynein transport	Dynein transport cytoplasmic EGFP	Dynein transport nuclear GR-EGFP	Dynein transport cell count	human PMI inhibition
CCn1ncc([N+](=O)[O-])c1C(=O)NC1CCCCC1	-2%	i	-11	-1.7	947	0.68	1559	-14	-4	2.1	1.5	6.1	i	-0.3	-0.35	0.04	0.92	-3%
Cc1cccc(N=N/C(=C\O)C(=O)c2ccc(Br)cc2)c1	9%	i	11	8.7	764	-0.64	1108	96*	96*	1.8	1.6	8.0	i	-0.95	-0.22	-0.75	0.081	21%
Cc1cccc(C)c1NC(=O)C1(N(C(=O)c2ccccn2)c2ccc(O)cc2)CCCCC1	2%	i	4	0.2	1001	-0.17	1418	1	-13	3.3	2.4	3.6	i	0.13	-0.31	-0.014	-0.4	8%

Compound activity from PubChem BioAssay.

Rows were taken by chance. About 5% of those tested had a hit in this group.
